Giardia FBPA inh: blocks Giardia fructose-bisphosphate aldolase activity | Potency, µM (series often up to 59.6 µM), for the others: at the top dose activity, negative = inhibition, most hits filed as inhibitors | 0.71% of 290,000 active | AID 2451 | purified Giardia FBPA | A8B2U2; also: potency is read from the fitted curve at half-maximal effect; % is scaled to controls: 0 for no effect and ±100 for the full control effect; nearly all actives have a fitted effect of over 55% in size
Target sequence (A8B2U2 whole entry, looked up): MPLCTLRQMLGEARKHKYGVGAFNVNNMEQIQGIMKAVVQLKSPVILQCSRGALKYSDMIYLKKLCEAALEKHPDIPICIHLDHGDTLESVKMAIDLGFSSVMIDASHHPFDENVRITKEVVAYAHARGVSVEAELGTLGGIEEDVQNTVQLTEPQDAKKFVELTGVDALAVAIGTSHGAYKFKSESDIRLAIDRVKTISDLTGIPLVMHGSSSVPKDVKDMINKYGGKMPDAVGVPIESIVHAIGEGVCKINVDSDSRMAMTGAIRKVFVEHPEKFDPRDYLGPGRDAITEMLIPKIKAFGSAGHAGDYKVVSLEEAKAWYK
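40 nM FBPA preincubated 10 min at RT with compound (up to 57.5 uM final), then substrate plus GAPDH/TPI/NAD/arsenate coupling and diaphorase/resazurin added. Fluorescence read after 20 min at RT, 525/598 nm.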
Shiga inhibitor: inhibitors of Shiga toxin in Vero cells; AID 2315; 9.2% of 290,000 active; Vero cells, Shiga toxin protein synthesis inhibition reporter; inhibition, % at 38.7 µM; in the data active = inhibition mostly above about 28%, no sharp cut-off; inactive = mostly below about 43%; also: 0% is about no effect
Pf growth 96h: P. falciparum growth inhibition at 96 hours; AID 504834; P. falciparum luciferase reporter growth, 96 h; Potency, µM (highest dose often 28.7 µM), for the others: at the highest dose activity change, negative = inhibition, most hits filed as inhibitors; 6.9% of 320,000 active; also: potency is read from the fitted curve at half-maximal effect; % is scaled to controls: 0 for no effect and ±100 for the full control effect
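P. falciparum expressing integrated firefly luciferase grown in erythrocytes (2% hematocrit, 0.05% parasitemia final) with compounds for 96 hours at 37 C, 5% CO2. Growth inhibition read as loss of luminescence after adding luciferase detection reagent.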
CHX counter: affects cycloheximide protein synthesis inhibition readout, counter-screen | cell reporter, cycloheximide protein synthesis inhibition counterscreen | max response, % | 12% of 300,000 active | AID 2314; in the data active = max response mostly above about 13%, no sharp cut-off; inactive = mostly below about 14%; also: read at 38.3 µM for the half of the compounds with a filed dose; 0% is about no effect
Pf growth 48h: P. falciparum growth inhibition at 48 hours (one generation); AID 504832; Potency, µM (titrated, usually from 28.7 µM), for inactives: top-dose activity change, negative = inhibition, actives largely listed as inhibitors; P. falciparum luciferase growth in erythrocytes, 48 h; 5.9% of 310,000 active; also: potency is read from the fitted curve at half-maximal effect; % is scaled to controls: 0 for no effect and ±100 for the full control effect
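In quantitative HTS format, infected erythrocytes bearing luciferase-reporter parasites were treated for a single generation at 37 C. Luminescence after adding detection reagent served as the growth measure.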
Sm TGR block: inhibitors of Schistosoma mansoni thioredoxin glutathione reductase; Q962Y6; purified TGR, DTNB reduction, TNB absorbance 405 nm; Potency, µM (doses to about 114 µM), without a hit: top-dose activity change, negative = inhibition, usual class: inhibitors; 3% of 360,000 active; AID 485364; also: potency is read from the fitted curve at half-maximal effect; % is scaled to controls: 0 for no effect and ±100 for the full control effect; nearly all actives have a fitted effect of over 60% in size
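First, TGR (20 nM dispensed) and NADPH were mixed with compound. Second, a 15 min room-temperature incubation followed. Third, further NADPH and then DTNB were added to start the reaction. Finally, TNB absorbance was monitored kinetically.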
Numbers without * were called inactive; u = inconclusive; x = no result given; [ ] = another dose, or the depositor's remark. Unless noted, calls follow the shape of the dose curve; as a rule, active = well fitted curve in the direction sought with a large enough effect; inconclusive = small, poorly fitted or top-dose-only effect, or another doubt; inactive = no such curve, though single readings can be large; an effect the other way counts as inactive or inconclusive. No enrichment for hits; any-hit rate near 24%.

SMILES	Giardia FBPA inh	Shiga inhibitor	Pf growth 96h	CHX counter	Pf growth 48h	Sm TGR block
Cc1ccc(NC(=O)C2CC(=O)Nc3ncnn32)cc1Cl (configuration not stated)	-3.5%	-1.6	47.0%[activator]	-2.0	6.4%	8.7%
COc1ccc(C2c3c(ncn(Cc4ccco4)c3=N)Oc3ccc4ccccc4c32)cc1 (configuration not stated)	-0.5%	38.4	u	-1.2	u	-2.4%
CC(C)(C)c1ccc(C(=O)NCCCNC(=O)c2ccco2)cc1	2.1%	4.5	-0.7%	-1.6	u	48.4%[activator]
CC(CNc1ccc([N+](=O)[O-])c2cccnc12)Nc1c([N+](=O)[O-])cc(C(F)(F)F)cc1[N+](=O)[O-] (configuration not stated)	-18.4%	15.5	-91.6%	11.7	10.4µM*	4.1%
CCNC(=S)N1CCCC(C(N)=O)C1 (configuration not stated)	0.6%	1.2	13.6%	3.4	11.9%	-1.2%
Cc1ccc(C(=O)N2CCOCC2)cc1Cl	6.8%	16.4	-18.4%	-2.7	22.4%	1.8%
O=C(CSc1ccc(-c2ccc(-n3cccn3)cc2)nn1)Nc1ccc([N+](=O)[O-])cc1	x	x	154.8%[activator]	x	96.2%[activator]	-1.3%
CC(C)(C)C(CN1CCCC1)OC(=O)c1ccccc1 (configuration not stated)	8.9%	-7.3	-74.4%	-1.2	13.1%	9.9%
COCC(=O)N1CCC(Oc2ccc(C(=O)NC(C)c3csc(C)n3)cc2)CC1 (configuration not stated)	7.0%	-6.4	25.2%	-2.0	36.3%[activator]	1.1%
Cc1c(Cl)cnc(NC(=O)CSc2nnc(C)n2Cc2ccccc2)c1Cl	2.9%	-16.9	x	-3.4	13.9%	-15.2%
Cc1ccc2cccc(S(=O)(=O)N3CCN(c4ccccc4F)CC3)c2n1	0.3%	3.6	x	-2.0	u	-4.1%
COc1cccc(C2=NO[C@@H]3C(=O)N(c4ccc5c(c4)OCCO5)C(=O)[C@H]23)c1OC	u	109.1*	5.0%	66.0*	54.4%[activator]	39.8µM*
O=C(N/N=C/c1cccc(OC(=O)N2CCOCC2)c1)c1cccs1	3.0%	0.0	4.4%	26.7*	60.7%[activator]	-8.6%
Cc1ccc(S(=O)(=O)NCC(=O)N(CC(=O)NCc2ccc(F)cc2)CC2CCCO2)cc1 (configuration not stated)	7.6%	-0.9	u	-4.3	4.9%	6.9%
O=C(NCC1OCCCN1S(=O)(=O)c1cc(F)ccc1F)C(=O)NC1CCCCC1 (configuration not stated)	-0.3%	35.4	13.5%	5.6	3.6%	5.9%
Cn1nccc1C(=O)N1CCN(c2ncccn2)CC1	3.4%	-4.1	-9.7%	-0.8	18.9%	9.2%
COc1ccc(-n2c(C)nc3cc(C(=O)N4CCOCC4)ccc32)cc1	-0.4%	-7.9	x	1.2	-0.7%	18.0%
CCCCNC(=S)N(C)/N=C/c1ccc(OCC(=O)Nc2ccc(OC)cc2)c(OC)c1	-4.6%	-9.6	u	1.9	-0.6%	-16.4%
O=C(NCc1ccccn1)/C(=C/c1ccco1)NC(=O)c1ccccc1	-19.2%	-9.3	u	-3.1	8.0%	-26.1%
COc1cccc(Nc2nc3ccccc3n2C(C)C)c1	-1.8%	9.4	-2.4%	10.3	15.5%	-2.3%
CC(=O)c1ccc(N2C(=NC(=O)C(C)C)SC3CS(=O)(=O)CC32)cc1 (configuration not stated)	0.2%	3.0	-28.0%	-1.4	-14.5%	-3.0%
COc1cccc2cc(C(=O)N3C(C)CCCC3C)c(=O)oc12 (configuration not stated)	7.1%	6.0	-13.3%	-2.1	u	-0.1%
CCCCCc1ccc(S(=O)(=O)NCCc2ccncc2)cc1	10.8%	-14.2	x	-2.0	-6.1%	0.0%
O=c1c2ccccc2cnn1Cc1n[nH]c(=S)n1-c1cc(Cl)cc(Cl)c1	15.6%	18.7	9.0%	0.4	14.1%	-20.3%
CN(C)c1ccc(-c2nnn(CC(=O)Nc3ccc4c(c3)OCCO4)n2)cc1	0.0%	-10.3	-13.2%	-2.2	14.1%	8.2%[57.1 µM]

Reprinted from the part before: 2 entries, followed by the next part.
SMILES	Giardia FBPA inh	Shiga inhibitor	Pf growth 96h	CHX counter	Pf growth 48h	Sm TGR block
O=c1c2ccccc2cnn1Cc1n[nH]c(=S)n1-c1cc(Cl)cc(Cl)c1	15.6%	18.7	9.0%	0.4	14.1%	-20.3%
CN(C)c1ccc(-c2nnn(CC(=O)Nc3ccc4c(c3)OCCO4)n2)cc1	0.0%	-10.3	-13.2%	-2.2	14.1%	8.2%[57.1 µM]
CON1C(=O)C(=O)N(OC)C2CCCCC21 (configuration not stated)	-0.8%	-3.4	0.0%	1.4	u	3.7%
O=C(NCc1ccccc1Cl)C1CCN(S(=O)(=O)c2ccc(N3CCCC3=O)cc2)CC1	x	-4.7	9.28µM*	-2.7	u	-0.6%
Cc1ccc2nc(SCC(=O)Nc3cccc([N+](=O)[O-])c3)[nH]c2c1	-8.7%	-9.7	17.4%	-2.4	9.2%	7.1%
N#Cc1ccccc1NC(=O)CSC1=Nc2ccccc2C2CC=NN12 (configuration not stated)	-17.9%	-13.3	4.6%	-3.1	-20.7%	-4.2%
CCCCOc1ccc(-c2ncc(N)cn2)cc1	-1.6%	114.4*	207.4%[activator]	53.2*	147.5%[activator]	2.3%
CCOC(=O)CSc1n[nH]c(NC(=O)c2cccc(C(F)(F)F)c2)n1	-0.7%	8.0	u	6.7	u	-22.8%
NS(=O)(=O)c1ccc(CNC(=O)c2cc(-c3cccs3)nc3ccccc23)cc1	-3.8%	-4.5	1.4%	1.2	-1.6%	-2.9%
O=C(COc1ncnc2ccccc12)Nc1ccc(Cl)c([N+](=O)[O-])c1	2.2%	-6.0	17.9%	0.8	23.6%	-14.6%
CC(C)(C)c1ccccc1NC(=O)NC1CCN(Cc2c(F)cccc2Cl)CC1	-1.2%	-11.7	u	-1.8	7.38µM*	9.1%
COc1ccc(S(=O)(=O)N2CCOCC2)cc1Br	4.2%	-12.0	-11.8%	-2.0	1.7%	x
O=C1N[C@H](Cc2ccccc2)CO1	x	x	95.2%[activator]	x	15.9%	3.1%
C=CCNc1nc(-c2cccc(OC)c2O)nc2ccccc12	-1.3%	31.9	u	-3.3	u	-3.9%
O=C(CN1C(=O)CSc2ccccc21)NC1CCCC1	3.0%	-17.7	u	-2.9	7.0%	3.3%
O=C(CCS(=O)(=O)Cc1ccccc1)N1CCN(c2ccc([N+](=O)[O-])cc2)CC1	-0.2%	24.1	u	1.2	u	25.1µM*
COc1ccc(-n2c(SCC(=O)Nc3ccc(C(=O)O)cc3)nnc2-c2cccs2)cc1	8.8%	-10.0	x	-1.2	5.9%	-21.2%
O=C(NC(=S)Nc1cccc(Cl)c1N1CCCC1)c1ccc(-c2cccc([N+](=O)[O-])c2)o1	1.1%	15.0	-12.2%	-6.3	10.4%	-9.6%
COCCNC(=O)c1ccccc1NC(=O)CCSc1ccccc1	-1.6%	16.7	u	1.9	2.3%	7.2%
COc1cccc(N2CCN(c3ccc4nnc(CCC(=O)N5CCC(C)CC5)n4n3)CC2)c1	-2.0%	-4.5	28.8%	1.7	8.28µM*	-17.9%
S=c1[nH]nc(C2CCCCC2)n1/N=C/c1ccncc1	-3.0%	12.6	-4.2%	1.5	27.0%	8.1%
S=c1nc(-c2ccccc2)n(Cc2cccnc2)c2c1CCCC2	1.9%	-2.2	-42.2%	1.1	-8.1%	u
COc1ccc(C(C)(C)NC(=O)C2CCC(=O)N(C3CCCC3)C2)cc1OC (configuration not stated)	x	8.8	u	-3.3	-16.1%	4.6%
CN(C)CCNc1c(N)c(=O)oc2ccccc12	4.5%	1.5	-0.2%	-2.0	-50.8%	-25.0%
O=C(Nc1ccccc1F)c1cnccn1	4.9%	53.0*	u	17.5*	43.0%[activator]	0.5%
CN(CC(=O)N1CCCCCC1)S(=O)(=O)c1cccc2cccnc12	4.2%	27.1	-27.7%	-3.6	x	6.5%
COc1cc2c(cc1NC(=O)C(C)OC(=O)C1CC(=O)N(Cc3ccco3)C1)oc1ccccc12 (configuration not stated)	2.0%	72.5	123.4%[activator]	38.4*	x	-20.8%
(next part)
SMILES	Giardia FBPA inh	Shiga inhibitor	Pf growth 96h	CHX counter	Pf growth 48h	Sm TGR block
COc1cc(/C=N\NC(=O)c2ccc(C)nc2)ccc1OC(=O)c1ccc2c(c1)OCO2	19.3%	10.8	u	14.9	70.8%[activator]	-12.3%
Cc1c(C)c2ccc(O)c(CN3CCCC3)c2oc1=O	-8.4%	-9.3	u	-6.3	u	0.0%
O=C(N/N=C/c1ccncc1)C1C2CCCCCCC21 (configuration not stated)	-0.7%	-8.2	u	-3.6	u	-1.2%
Cc1ccc(C2=C/C(=C/c3cccs3)C(=O)O2)cc1	3.1%	24.8	u	21.8*	35.5%[activator]	-5.7%
C=C(C)CC1Nc2ccccc2NC1CC(=C)C (configuration not stated)	-6.9%	-6.7	30.0%	-2.9	-21.3%	u
Cc1[nH]c(=O)c(C#N)c(C)c1Cc1ccc(Cl)cc1Cl	5.4%	8.3	u	-2.3	u	10.5%
COc1ccc(C(=O)NNC(=O)Cc2ccc([N+](=O)[O-])cc2)cc1	3.4%	-8.7	-3.3%	-3.6	29.0%	4.8%
Cc1ccc(S(=O)(=O)N2CCN(C(C)CC(=O)O)CC2)cc1 (configuration not stated)	u	-4.8	54.9%[activator]	12.3	0.0%	2.9%
CCNC(=O)CN(C1CCCCC1)S(=O)(=O)c1ccc(F)cc1	-1.4%	-6.8	u	-4.8	0.3%	1.7%
CCN(CC)S(=O)(=O)c1cccc(NC(=O)COC(=O)CCC(=O)c2ccc(F)cc2)c1	2.7%	0.0	19.4%	11.1	41.2%[activator]	2.3%
CC(C)Cc1cc(CN2CCCC(CO)(Cc3cccc(Cl)c3)C2)[nH]n1 (configuration not stated)	0.5%	-8.5	32.1%[activator]	1.3	u	3.0%
COCC(=O)Nc1ccc([N+](=O)[O-])cc1C	3.4%	-11.1	-34.3%	-2.2	-6.9%	-0.7%
CCCc1nc(N2CCN(S(=O)(=O)c3ccc(Cl)cc3)CC2)c2c(C)c(C)sc2n1	0.5%	4.2	u	-1.8	u	17.2%

Structures above with a Cl atom (eleven):
SMILES	Giardia FBPA inh	Shiga inhibitor	Pf growth 96h	CHX counter	Pf growth 48h	Sm TGR block
Cc1ccc(NC(=O)C2CC(=O)Nc3ncnn32)cc1Cl (configuration not stated)	-3.5%	-1.6	47.0%[activator]	-2.0	6.4%	8.7%
Cc1ccc(C(=O)N2CCOCC2)cc1Cl	6.8%	16.4	-18.4%	-2.7	22.4%	1.8%
Cc1c(Cl)cnc(NC(=O)CSc2nnc(C)n2Cc2ccccc2)c1Cl	2.9%	-16.9	x	-3.4	13.9%	-15.2%
O=c1c2ccccc2cnn1Cc1n[nH]c(=S)n1-c1cc(Cl)cc(Cl)c1	15.6%	18.7	9.0%	0.4	14.1%	-20.3%
O=C(NCc1ccccc1Cl)C1CCN(S(=O)(=O)c2ccc(N3CCCC3=O)cc2)CC1	x	-4.7	9.28µM*	-2.7	u	-0.6%
O=C(COc1ncnc2ccccc12)Nc1ccc(Cl)c([N+](=O)[O-])c1	2.2%	-6.0	17.9%	0.8	23.6%	-14.6%
CC(C)(C)c1ccccc1NC(=O)NC1CCN(Cc2c(F)cccc2Cl)CC1	-1.2%	-11.7	u	-1.8	7.38µM*	9.1%
O=C(NC(=S)Nc1cccc(Cl)c1N1CCCC1)c1ccc(-c2cccc([N+](=O)[O-])c2)o1	1.1%	15.0	-12.2%	-6.3	10.4%	-9.6%
Cc1[nH]c(=O)c(C#N)c(C)c1Cc1ccc(Cl)cc1Cl	5.4%	8.3	u	-2.3	u	10.5%
CC(C)Cc1cc(CN2CCCC(CO)(Cc3cccc(Cl)c3)C2)[nH]n1 (configuration not stated)	0.5%	-8.5	32.1%[activator]	1.3	u	3.0%
CCCc1nc(N2CCN(S(=O)(=O)c3ccc(Cl)cc3)CC2)c2c(C)c(C)sc2n1	0.5%	4.2	u	-1.8	u	17.2%
